Source: PubChem (Small Molecule Screening Facility, UW Madison)
RMI-FANCM inh: RMI-FANCM interaction inhibition. actives 0.58% (n = 70,000). Fluorescence polarization, RMI core complex with F-MM2 peptide; stronger effect = lower value. AID 1159607. FP signal (polarization) at 33 µM; in the data active = FP signal below about 40; also: inactives centre near 61; strong numbers were not always called active; unit not given here
Numbers without * were called inactive; & = joins results of further samples. This is a subset (hit frequency here may not be typical).

SMILES	RMI-FANCM inh
CC(C)(C)n1nc2c(c1NC(=O)c1ccc(S(=O)(=O)N3CCOCC3)cc1)CS(=O)C2 (centres undefined)	61
O=C(CSc1nnc2ccc(-c3cccc([N+](=O)[O-])c3)nn12)NCc1ccc(F)cc1	52
O=C(Nc1nc2c(Cl)ccc(Cl)c2s1)C1CCCN1S(=O)(=O)c1ccc(F)cc1 (centres undefined)	70
NCCCC(N)CC(=O)NCC1NC(=O)C(CO)NC(=O)C(N)CNC(=O)C(C2CCN=C(N)N2)NC(=O)/C(=C\NC(N)=O)NC1=O (centres undefined)	64
Cn1c(C2CCCN(S(C)(=O)=O)C2)nn(CC(=O)Nc2ccccc2)c1=O (centres undefined)	60
O=C(c1cccc2ccccc12)N1CCN=C1SCc1cccc(C(F)(F)F)c1	112
COc1cccc(CC(=O)NNC(=O)NC(=O)c2ccccc2Cl)c1	55
CCOc1ccc(-n2ccnc(SCc3ccccc3Cl)c2=O)cc1	72
COC(=O)c1c(C)[nH]c(C(=O)CN2CCCCCC2)c1C	6*
O=S(=O)(NCCn1ncc2c(N3CCCC3)ncnc21)c1ccc(Cl)s1	61
O=C(Cc1cc(=O)[nH]c(SCc2cccc(Cl)c2)n1)Nc1nccs1	58
Cc1ccc(CC(=O)c2cccnc2)cc1	54
COCCn1cc(NC(=O)N2CCN(C(=O)c3ccco3)CC2)c2ccccc21	54
COCCNC(=O)C(=O)NCC1CCN(Cc2cccs2)CC1	74
Cc1nn(C)c2ncc3c(=O)[nH]n(C)c3c12	59
CSc1nc(N2CCCC2)c2cnn(CCN)c2n1	76
CCN(CC)C(=O)Oc1c(I)cc(Cl)c2cccnc12	60
CCOC(=O)c1c(SC)[nH]c2c(C)ccc(Cl)c2c1=O	47
N#CCCN(CC1CCCO1)C(=S)NC1CC2C=CC1C2 (centres undefined)	54
Cc1ccc(-n2c(=O)c3oc4ccccc4c3n(CC(=O)c3ccccc3)c2=O)cc1	59
Cc1cccc(-n2ncc3c(=O)n(CC(=O)N4CCCc5ccccc54)cnc32)c1C	58
Nc1cccc(N2CCCCC2=O)c1	67
CCc1nc2c(sc3cccc(F)c32)c(=O)n1CC(=O)Nc1cc(OC)cc(OC)c1	68
O=C(NN1C(=O)C2C3c4ccccc4C(c4ccccc43)C2C1=O)c1ccncc1 (centres undefined)	59
O=C1Sc2cccc3cccc1c23	58*
CCOc1cccc2sc(=NC(=O)c3ccnn3C)n(CC)c12	72
O=C(/C=C/c1ccco1)c1ccccc1O	51
CC(C)Oc1ccc(C(=O)Nc2cccc(N3CCCCC3=O)c2)cc1	65
CCn1nc(C)c(NS(=O)(=O)c2ccc(F)c(Cl)c2)c1C(=O)OC	64
Cc1ccc(S(=O)(=O)NCC(c2cccs2)S(=O)(=O)c2ccc(F)cc2)cc1 (centres undefined)	54
Cc1c(NC(=O)C2CCCN2/C=C/C(=O)C(F)(F)F)c(=O)n(-c2ccccc2)n1C (centres undefined)	51
COc1ccc(NC(=O)CSc2nnc3ccc(-c4cccnc4)nn23)cc1OC	66
O=[N+]([O-])c1ccc2c3c(ccc(Br)c13)CC2	53
O=[N+]([O-])c1cccc(-c2noc(COc3ccc(Cl)cc3)n2)c1	52
O=C(CC1CCCCC1)NCCn1ncc2c(=O)n(Cc3ccc(Cl)cc3)cnc21	70
CCOc1ccccc1-n1c(=O)c2ccccc2c2ccccc2c1=O	59
O=C(Nc1ccc(S(=O)(=O)N2CCCCC2c2cccnc2)cc1)c1cc2ccccc2oc1=O (centres undefined)	60
Cc1cc(Cl)cc2sc(N(Cc3cccnc3)C(=O)CN3C(=O)CCC3=O)nc12	65
CN(C)CCC=C1c2ccccc2C=Cc2ccccc21	67&65&62
O=S(=O)(O)c1cc2cc3ccccc3cc2[nH]1	55
Cc1cc(C)c2sc(NC(=O)C3CCCCN3S(C)(=O)=O)nc2c1 (centres undefined)	65
Cc1ccc(S(=O)(=O)NCCc2ccc3c(c2)CCCN3C)cc1Cl	69
O=C1COc2ccccc2C(=O)N1	62
CCC(C)n1c(=O)c2ccccc2n(Cc2nc(-c3cccc(Br)c3)no2)c1=O (centres undefined)	100
Cc1onc(-c2ccccc2)c1-c1ccc(S(N)(=O)=O)cc1	57&60
Clc1cccc(N2CCN(CN3CCN(c4cccc(Cl)c4)CC3)CC2)c1	54
O=C(CC1=NC(c2ccccc2O)ON1)N1CCCC1 (centres undefined)	63
CC(C)(C)OC(=O)N1CCCC[C@@H]1C(=O)O	58

A section from further up, as a working copy:
SMILES	RMI-FANCM inh
O=[N+]([O-])c1ccc2c3c(ccc(Br)c13)CC2	53
O=[N+]([O-])c1cccc(-c2noc(COc3ccc(Cl)cc3)n2)c1	52
O=C(CC1CCCCC1)NCCn1ncc2c(=O)n(Cc3ccc(Cl)cc3)cnc21	70
CCOc1ccccc1-n1c(=O)c2ccccc2c2ccccc2c1=O	59
O=C(Nc1ccc(S(=O)(=O)N2CCCCC2c2cccnc2)cc1)c1cc2ccccc2oc1=O (centres undefined)	60
Cc1cc(Cl)cc2sc(N(Cc3cccnc3)C(=O)CN3C(=O)CCC3=O)nc12	65
CN(C)CCC=C1c2ccccc2C=Cc2ccccc21	67&65&62
O=S(=O)(O)c1cc2cc3ccccc3cc2[nH]1	55
Cc1cc(C)c2sc(NC(=O)C3CCCCN3S(C)(=O)=O)nc2c1 (centres undefined)	65
Cc1ccc(S(=O)(=O)NCCc2ccc3c(c2)CCCN3C)cc1Cl	69
O=C1COc2ccccc2C(=O)N1	62
CCC(C)n1c(=O)c2ccccc2n(Cc2nc(-c3cccc(Br)c3)no2)c1=O (centres undefined)	100
Cc1onc(-c2ccccc2)c1-c1ccc(S(N)(=O)=O)cc1	57&60
Clc1cccc(N2CCN(CN3CCN(c4cccc(Cl)c4)CC3)CC2)c1	54
O=C(CC1=NC(c2ccccc2O)ON1)N1CCCC1 (centres undefined)	63
CC(C)(C)OC(=O)N1CCCC[C@@H]1C(=O)O	58

Carrying on.
SMILES	RMI-FANCM inh
Cc1cc2nc(N(CCCN(C)C)C(=O)c3ccc(F)cc3)sc2cc1C	83
CSc1nn(CC(=O)Nc2ccc(C)c(F)c2)c(N)c1-c1nc(-c2ccc3c(c2)OCO3)no1	158
Cc1nc2ccc(S(=O)(=O)Nc3cccc(-c4ccc(S(C)(=O)=O)nn4)c3)cc2s1	54
Cc1cc(NC(=O)CN2C(=O)CCC2=O)n(-c2nc3ccc(F)cc3s2)n1	69
Cc1n[nH]c(C)c1NC(=O)c1cc2cc([N+](=O)[O-])ccc2oc1=O	70
O=C(O)c1cc(=S)c2c(Cl)cc(Cl)cc2[nH]1	50
Cc1cc(NC(=O)/C=C/c2ccccc2Cl)on1	41
COc1ccccc1CN1C(=O)CNC1=S	55
C[N+](C)(C)CCSSCC[N+](C)(C)C	59
O=c1ccc(-c2cccs2)nn1CCNS(=O)(=O)c1ccc(Cl)s1	56
CC(C)C(=O)Nc1ccc(S(=O)(=O)Nc2ccc3c(c2)OCC(C)(C)C(=O)N3C)cc1	56
C=CCn1c(-c2ccccc2)cs/c1=N\N=c1\scc(-c2ccccc2)n1CC=C	61
Cn1c(=O)c(C(=O)/C=C/c2ccco2)c(-c2ccccc2)c2cc([N+](=O)[O-])ccc21	53
O=C(COC(=O)C1CCN(S(=O)(=O)c2ccc3ccccc3c2)CC1)c1ccccc1	71
NCC(c1ccc[nH]1)C(F)(F)F (centres undefined)	42
C=CCN1C(=O)c2ccc(C(=O)O)cc2C1=O	63
NC(=O)c1ccc(NC(=O)Cc2csc(Nc3cccc(C(F)(F)F)c3)n2)cc1	64
O=C(CS(=O)(=O)c1ccc(Br)s1)N1CCN(c2ccccc2F)CC1	68
O=C1Nc2ccc(Br)cc2C1(O)Cc1ccncc1 (centres undefined)	54
Cc1cccn2c(=O)c(C=O)c(N3CCN(C)CC3)nc12	42
N#C/C=C/c1ccc(C(F)(F)F)cc1[N+](=O)[O-]	53
CCN1CCN(S(=O)(=O)c2c(Cl)cccc2Cl)CC1	70
CC(=O)Nc1ccc(SCCCC(=O)N2CCC(Cc3ccccc3)CC2)nn1	65
O=C(c1cccc2ccccc12)N1CCN(Cc2nc3ccccc3[nH]2)CC1	60
O=C(CC1CCCCN1S(=O)(=O)c1ccccc1)Nc1ccc(Br)cc1 (centres undefined)	72
Cn1c(NC(=O)c2cc(Br)ccc2Cl)cc(=O)n(C)c1=O	59
O=C(Nc1cccc2c1C(=O)NC2=O)c1ccno1	67
CCOC(=O)c1c(-c2ccccc2)csc1NC(=O)CSc1cc(C)c2ccccc2n1	61
CC(C)C(=O)Nc1ccc(SCC(=O)c2ccccc2)nn1	69
COc1ccc(/C=C2\OC(=O)c3cc([N+](=O)[O-])ccc32)cc1	54
O=C1CC(c2nc3ccccc3n2C/C=C/c2ccccc2)CN1Cc1ccccc1 (centres undefined)	61
O=C(NCCn1nc(-c2cccnc2)ccc1=O)NCc1ccccc1	67
C=CCN1C(=O)C(C)(C)COc2cc(NC(=O)c3ccccc3)ccc21	67
COc1ccc(C(C)C)cc1S(=O)(=O)n1cc(C)nc1-c1ccccc1	65
CS(=O)(=O)c1cccc(-c2nnc(NC(=O)c3cccc(NS(=O)(=O)c4ccccc4)c3)o2)c1	55
O=C(Cc1cc(-c2ccccc2)on1)NCCc1c[nH]c2ccccc12	66
Cc1cc(C)c(NC(=O)C[C@H](CC(=O)O)c2cccc3ccccc23)c(C(=O)N2CCC3(CCCC3)CC2)c1	52
COc1cccc(NC(=O)NCC(c2ccsc2)N2CCN(C)CC2)c1OC (centres undefined)	68
Cc1cc(C)c2oc(C(=O)N3CCCc4ccccc43)cc(=O)c2c1	60
O=C(NCCN1CCOCC1)C(=O)Nc1ccon1	64
Cc1cc(C(=O)Nc2ccccc2S(C)(=O)=O)no1	65
CN1CCc2cc(NC(=O)Nc3cccnc3)ccc21	61
COc1ccc(Cl)cc1NC(=O)Cn1cnc2c(sc3nc(C)cc(C)c32)c1=O	63
Cc1cccc(-c2noc(C3CCN(S(=O)(=O)c4cccs4)CC3)n2)c1	67
CCOC(=O)c1ccc(NC(=O)Cn2cnc3ccccc32)cc1	62
COc1cccc2sc(NC=C(C#N)C#N)nc12	58
S=C(SCc1ncon1)N1CCOCC1	57&57
Cc1cc(C(=O)NNC(=O)Nc2ccc(Cl)cc2)no1	46
Cc1ccc(OS(=O)(=O)c2cc(C(F)(F)F)cc(C(F)(F)F)c2)c([N+](=O)[O-])n1	55
O=C(OCn1nnc2ccccc2c1=O)c1ccco1	58
O=[N+]([O-])c1ncccc1Br	61
NC(=S)NCc1ccncc1	62
Cc1cc2c(NC(=O)Nc3ccccc3)cccc2nn1	53
CC1(C)CC(=O)C=C(SCCS(=O)(=O)c2ccc(Cl)cc2)S1	58
O=C(NCc1ccc(F)cc1)C1CCCN(c2ccc(-c3ccco3)nn2)C1 (centres undefined)	62
FC(F)(F)c1cccc(NNC(=S)Nc2ccccc2)c1	54
COc1ccc(S(=O)(=O)CCC(=O)Nc2nc3c(s2)C(=O)CC(C)(C)C3)cc1	52
COc1ccc(OC)c(-c2ccc(=O)n(CCNC(=O)Nc3ccc(Cl)cc3)n2)c1	64
Cc1nc(C)c(S(=O)(=O)NCc2ccc3c(c2)CCO3)s1	66
NNC(=O)CN1C(=O)CSc2ccc(C(F)(F)F)cc21	54

Quoted from the listing:
RMI-FANCM inh with NNC(=O)CN1C(=O)CSc2ccc(C(F)(F)F)cc21 → 54
RMI-FANCM inh with CC1(C)CC(=O)C=C(SCCS(=O)(=O)c2ccc(Cl)cc2)S1 → 58

New compounds follow:
SMILES	RMI-FANCM inh
NNC(=O)CS(=O)(=O)CS(=O)(=O)CC(=O)NN	59
COc1ccc(Cc2nnc(C3CCN(C(=O)C4CC4)CC3)s2)cc1	61
O=C(NCc1ccc2c(c1)OCO2)N1CCCCC1	65
CC1(C)OC(=O)C(=CNc2cc(C(F)(F)F)cc(C(F)(F)F)c2)C(=O)O1	55
COc1ccccc1C(=O)N1CCN(Cc2nc(-c3cccs3)cs2)CC1	60
CC1(C)Cc2cccc(OCC(=O)NCCCS(=O)(=O)N3CCN(c4ccccn4)CC3)c2O1	59
Cc1nc2cc(NC(=O)C3CCCCN3S(=O)(=O)c3cccs3)ccc2s1 (centres undefined)	55
CC12CCC(C(=O)Nc3ccc(I)cc3)(CC1=O)C2(C)C (centres undefined)	65
CCOC(=O)C1=C(C)N=c2s/c(=C/c3ccccc3[N+](=O)[O-])c(=O)n2C1c1ccc(SC)cc1 (centres undefined)	65
O=C(CSc1ccc(-c2ccc3c(c2)OCO3)nn1)N1CCN(c2ccccc2)CC1	62
Clc1ccc(OCCCN2CCN(Cc3ccccc3)CC2)cc1	66
Cc1cc2ncn(Cc3cc(Cl)cc4c3OCOC4)c2cc1C	62
Cc1cccc(N2CCN(C(=O)CCc3nc4sc5c(c4c(=O)[nH]3)CCCCC5)CC2)c1C	61
Cc1ccc(C)c2sc(N(CCCN3CCOCC3)C(=O)c3ccc(F)cc3F)nc12	61
CCOC(=O)N1CCc2c(sc(NC(=O)CCSc3ccc(F)cc3)c2C(N)=O)C1	76
CC(C)C(C)/C=C/C(C)C1CCC2C3=CC=C4CC(O)CCC4(C)C3CCC21C (centres undefined)	53
COc1ccccc1OCC(=O)NCC(=O)N1CCOC(c2ccccc2)C1 (centres undefined)	70
CC(=O)c1ccc(C(=O)Nc2nc3c(s2)CC(C)CC3)cc1 (centres undefined)	67
Cc1ccc(-c2cc(CC(=O)N3CCc4ccccc43)no2)cc1	65
CCSc1cc(C)nc2c(-c3ccccc3)c(C)nn12	65
O=c1cccnn1CCNS(=O)(=O)c1ccc(OC(F)(F)F)cc1	63
COC(=O)Cc1nc(NC(=O)c2cc(C)oc2C(F)(F)F)sc1C	59
N#Cc1ccc(N2CCN(C(=O)c3cccs3)CC2)cc1	60
CCn1ccc(C(=O)Nc2cc(C)nn2-c2nc3c(F)cccc3s2)n1	83
Cc1cc(Cl)cc2sc(NC(=O)c3ccco3)nc12	74
O=C(CN1C(=O)c2ccccc2C1=O)Nc1cscc1S(=O)(=O)c1ccccc1	53
Cc1cc(C)cc(NC(=O)Nc2cccc(S(N)(=O)=O)c2)c1	62
NCC1CCS(=O)(=O)C1 (centres undefined)	60
Cc1cc(C(N)=O)nn1-c1c(Cl)cc(Cl)cc1Cl	57
Cc1ccc(N2CCN(C(=O)c3ccccc3F)CC2)c(C)c1	58
